Assay outcomes as filed in PubChem.
Rac1 GTP hydrolysis – MgcRacGAP GTPase-activating activity inhibitors, confirmation, biochemical, ADP Hunter fluorescence; MgcRacGAP-stimulated Rac1 GTP hydrolysis, ADP Hunter fluorescence; higher % means a stronger effect; GST-tagged Rac1 F28L mutant substrate; 340,000 compounds, 0.6% hits; inhibition, % at 30 µM, or IC50 in µM where a hit was titrated; AID 624330;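 active means first-screen hits whose inhibition reached a set limit at any dose in the follow-up dose series; inconclusive means inhibition above the set first-screen limit but never retested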;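 further: fluorescence reports GDP produced by GAP-driven GTP hydrolysis; strong numbers were not always called active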
NTR1 agonist – NTR1-driven beta-arrestin-GFP spot formation – imaging, U2OS cells, high content, primary screen (AID 493036) | agonist mode | P30989 | activation, % at 20 µM | 330,000 compounds, 0.17% hits;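 active means activation at or above 40% of the spot to cytoplasm intensity ratio, with at least 20 cells analyzed; inconclusive means wells under 20 cells, flagged as cytotoxic or low count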;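 further: 0% = DMSO without peptide and 100% = 100 nM NTR1 peptide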
Target sequence (P30989 whole entry, looked up): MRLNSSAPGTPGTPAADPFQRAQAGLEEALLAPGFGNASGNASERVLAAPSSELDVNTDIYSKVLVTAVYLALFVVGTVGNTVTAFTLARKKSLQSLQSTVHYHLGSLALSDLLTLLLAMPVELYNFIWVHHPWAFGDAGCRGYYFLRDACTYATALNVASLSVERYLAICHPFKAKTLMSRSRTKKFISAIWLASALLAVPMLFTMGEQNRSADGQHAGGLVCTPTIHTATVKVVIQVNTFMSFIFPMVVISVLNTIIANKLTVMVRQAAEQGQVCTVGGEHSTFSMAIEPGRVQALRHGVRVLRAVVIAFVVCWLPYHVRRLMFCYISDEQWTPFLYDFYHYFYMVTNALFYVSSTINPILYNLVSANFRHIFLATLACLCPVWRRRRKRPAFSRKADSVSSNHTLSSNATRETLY
Dengue-2 NS5 capping – flavivirus cap methylation enzyme inhibition – biochemical, confirmation dose response, primary screen (AID 588689); Dengue-2 NS5 methyltransferase capping enzyme assay, biochemical; higher % means a stronger effect; one-dose inhibition, % at 25 µM; IC50 in µM for titrated hits; 340,000 compounds, 0.3% hits; in the data active means a potency from the dose series; inconclusive means inhibition above about 29% without an active follow-up result
RSV antiviral HEp-2 – inhibition of RSV-induced cytopathic effect – HEp-2 cells, primary 10 µM value included (AID 2391); HEp-2 cells, RSV-induced CPE inhibition; higher % means a stronger effect; one-dose CPE inhibition, % at 10 µM; IC50 in µM for titrated hits; 310,000 compounds, 0.13% hits; in the data active means a potency from the dose series; inconclusive means CPE inhibition mostly from about 23% at the one dose, without a potency; inactive means the rest, 99 in 100 with CPE inhibition below about 21%; further: strong numbers were not always called active
K1F lysis inhibition – protection from phage-mediated lysis, alamar blue read-out – E. coli UTI89, K1F phage, bacterial capsule biogenesis inhibitors (AID 488966). E. coli UTI89 K1F phage lysis, alamar blue, 2 h; higher % means a stronger effect. inhibition, % at 100 µM, or IC50 in µM where a hit was titrated. 340,000 compounds, 0.02% hits;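 active means phage lysis inhibition, versus mean bacterial control, above a set limit; inconclusive means no clear call, values can overlap the other calls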;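 further: capsule biogenesis inhibitors block K1F phage lysis so surviving cells raise fluorescence; higher fluorescence means more inhibition of phage lysis; actives were called in the ten point dose series up to 300 µM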
West Nile antiviral – inhibition of WNV-induced cytopathic effect – cell-based, CPE readout (AID 1621). West Nile virus-infected cells, CPE inhibition; higher % means a stronger effect. one-dose CPE inhibition, % at 10 µM; IC50 in µM for titrated hits. 290,000 compounds, 0.02% hits; in the data active means a potency from the dose series; inconclusive means CPE inhibition mostly from about 3.7% at the one dose, without a potency; inactive means the rest, 99 in 100 with CPE inhibition below about 2.2%; further: strong numbers were not always called active
SV40 large T antigen – SV40 large T antigen inhibitors, biochemical (AID 1903). SV40 large T antigen ATPase/helicase inhibition assay; higher % means a stronger effect. 310,000 compounds, 0.39% hits. one-dose inhibition, % at 20 µM; IC50 in µM for titrated hits; in the data active means a potency from the dose series; inconclusive means inhibition mostly from about 32% at the one dose, without a potency; inactive means the rest, 99 in 100 with inhibition below about 32%; further: strong numbers were not always called active
Siah-1 displacement – blockers of Siah-1 interaction with plectin peptide – biochemical, fluorescence polarization, rhodamine-plectin, uHTS, primary screen (AID 1817). Siah-1 / rhodamine-plectin peptide fluorescence polarization; higher % means a stronger effect. displacement, % at 20 µM, or IC50 in µM where a hit was titrated. 290,000 compounds, 0.02% hits;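 active means displacement of at least 50% at 20 µM, with a fluorescence ratio check between 0.3 and a set limit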;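 further: plate controls were Siah plus tracer with DMSO for no effect and tracer alone without Siah for full effect; strong numbers were not always called active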
AID2073 – inhibitors of Mint1-CaV2.2 protein interaction, biochemical, HTRF (AID 2073). 290,000 compounds, 0.19% hits. HTRF protein-protein interaction, Mint1-CaV2.2; higher % means a stronger effect. inhibition, % at 20 µM, or IC50 in µM where a hit was titrated; in the data active means inhibition mostly above about 51%, no sharp cut-off; inconclusive means no clear call, values can overlap the other calls; inactive means mostly below about 53%; further: some results filed as inactive read as strong as hits
NTR1 agonist cell count 20 µM – recorded beside NTR1 agonist, whose call it bears; cell count; measured here: cell count, cytotoxicity flag
Dengue-2 NS5 capping pilot replicate – recorded beside Dengue-2 NS5 capping, whose call it bears; inhibition, %; measured here: pilot screen replicate inhibition
An asterisk follows results filed as active; ? = inconclusive; . = no result given; [ ] = remark or other dose.

SMILES | Rac1 GTP hydrolysis | NTR1 agonist | NTR1 agonist cell count 20 µM | Dengue-2 NS5 capping | RSV antiviral HEp-2 | K1F lysis inhibition | West Nile antiviral | SV40 large T antigen | Siah-1 displacement | AID2073 | others
Cc1cc(N2CCCC2)nc2ccc(NC(=S)NCCCOC(C)C)cc12 | 7% | 0.8 | 86 | -9% | 4.5% | -0.1% | 0.0% | 9% | -12% | -16%
CCCCOCC1CC(CC#CCN2CCCCC2)C(=O)O1 (stereo unspecified) | 28% | 0.4 | 75 | -2% | . | -1.8% | 0.1% | . | 3% | 3%
CCOc1c(C)cnc2c1c(=O)n(Cc1ccc(Cl)cc1)c(=O)n2C | 15% | 1.3 | 52 | -4% | 1.7% | -0.1% | -0.4% | 3% | -3% | 7%
Cc1ccc(SCCC(=O)N/N=C/c2ccccc2O)cc1 | 13% | 1.9 | 82 | -4% | ? | 0.1% | -0.8% | -8% | -3% | -1%
COc1ccc(NC(=O)Cc2c(F)cccc2Cl)c(OC)c1 | 9% | -0.1 | 39 | -3% | 5.3% | 2.5% | 0.3% | -3% | 0% | -1%
NC(=O)c1ccsc1NC(=O)COC(=O)c1cnccn1 | -1% | 0.8 | 79 | -7% | 0.4% | 0.5%[50 µM] | . | . | . | .
Cc1cccc(NC(=O)N2CCC(c3nc4ccccc4o3)CC2)c1 | 8% | 0.0 | 73 | -3% | 3.4% | 3.3% | -0.8% | 1% | 5% | 0%
O=C(CCS(=O)(=O)c1ccc(F)cc1)Nc1nc(-c2ccccn2)cs1 | 5% | 0.8 | 83 | -6% | 1.9% | 0.1% | ? | 3% | -2% | 3%
CC(C)(C)NS(=O)(=O)CC12CCC(CC1=O)C2(C)C (stereo unspecified) | 6% | -2.2 | 43 | -7% | -0.6% | 1.6% | -0.2% | 34% | -2% | 5%
O=C(c1cnccn1)N1CCc2c([nH]c3ccccc23)C1c1cccc(Cl)c1 (stereo unspecified) | 6% | 4.2 | 92 | -11% | 9.0% | 0.8% | -0.5% | 2% | 0% | 3%
COc1ccccc1-n1c(SCC(=O)Nc2cccc(C(=O)O)c2)nnc1-c1ccccc1O | 5% | -0.1 | 50 | -9% | 0.4% | 0.2% | 0.0% | 8% | 12% | -1%
COC(=O)C1=C(C)Nc2nc(SCc3ccccc3)[nH]c(=O)c2C1c1cccs1 (stereo unspecified) | 1% | 0.1 | 82 | -3% | 2.6% | 0.2% | . | -14% | 0% | 3%
O=C1[C@H]2[C@@H](c3ccc(F)cc3)N3C(=O)N(c4cccc(Cl)c4)C(=O)[C@@]3(Cc3ccc(Cl)cc3)[C@H]2C(=O)N1C1CCCCC1 | 8% | -2.3 | 40 | -6% | 12% | 0.0% | -1.1% | -4% | -2% | 9%
O=S(=O)(NCCSc1nc2ccccc2o1)c1ccccc1 | -17% | -0.8 | 66 | 5% | 0.3% | -0.1% | -0.3% | -1% | -6% | 7%
c1ccc(CNc2c3c(nc4ncnn24)CCCC3)nc1 | 6% | -0.4 | 63 | -2% | 2.0% | -0.9% | 0.2% | 4% | -3% | -3%
CO/N=C/C=C1/N(C)c2ccccc2C1(C)C | 6% | 0.8 | 61 | -5% | 3.2% | 0.2% | 0.9% | 16% | -2% | -3%
O=C(Cn1cnc2c(NCc3ccccc3)ncnc21)NCCc1cc2ccccc2[nH]1 | 2% | 0.2 | 69 | -10% | . | 0.0% | . | . | . | . | Dengue-2 NS5 capping pilot replicate=-4.9
Cc1ccc(S(=O)(=O)Nc2c(C)n(C)n(-c3ccccc3)c2=O)cc1C(=O)NCc1ccccc1 | 9% | 2.6 | 54 | -1% | 1.2% | 0.8%[50 µM] | . | . | . | .
Cc1cc(NC(=O)CON=C(N)CC(=O)Nc2ccccc2Cl)ccc1Br | 0% | 1.2 | 56 | 5% | . | 0.6%[50 µM] | . | . | . | .
CCOc1ccc2nc(Cl)c(C3CC(c4ccccc4)=NN3C(=O)c3cccs3)cc2c1 (stereo unspecified) | 4% | 1.0 | 85 | -5% | 4.1% | 0.3% | -0.1% | 17% | -4% | 16%
O=C1NC(=O)C(CC(=O)N(c2ccccc2)C2(C(=O)NC3CCCC3)CCCCC2)N1 (stereo unspecified) | 7% | 0.6 | 34 | 3% | 1.0% | 0.4% | 0.5% | -1% | 2% | 5%
O=C(C#Cc1ccccc1)c1ccc([N+](=O)[O-])cc1 | 4% | -3.6 | 41 | -1% | . | 1.2% | . | 12% | -1% | -34%
CC1(C)CC(=O)C2=C(C1)OC(N)=C(C#N)C2C#Cc1ccccc1 (stereo unspecified) | 13% | 0.8 | 101 | -39% | 51% | -16% | -0.3% | 11% | 0% | 10%
NC(=O)CNc1n[nH]c(=S)[nH]c1=O | 1% | 2.5 | 89 | 2% | 1.8% | 0.1% | -0.3% | 0% | 0% | -17%
CCNC(=O)C(=O)NCCC1CCCCN1S(=O)(=O)c1cccs1 (stereo unspecified) | -1% | 0.7 | 65 | 0% | 0.7% | -2.2% | . | 2% | . | .

Next part.
SMILES | Rac1 GTP hydrolysis | NTR1 agonist | NTR1 agonist cell count 20 µM | Dengue-2 NS5 capping | RSV antiviral HEp-2 | K1F lysis inhibition | West Nile antiviral | SV40 large T antigen | Siah-1 displacement | AID2073 | others
CCCCn1c(=NC(=O)c2ccc3c(c2)OCO3)c(C#N)cc2c(=O)n3cccc(C)c3nc21 | 7% | 25 | 64 | 14% | 14% | 1.5% | -0.5% | 14% | 1% | 25%
Cc1c(Cl)cccc1NC(=S)N1CCCCCC1 | -3% | -0.6 | 61 | -9% | 2.0% | -1.9%[50 µM] | -0.3% | 18% | -1% | -6%
COC(=O)N1c2ccccc2C=Cc2ccccc21 | 11% | 0.9 | 74 | 0% | 0.8% | 0.0% | -1.5% | 14% | 3% | 2% | Dengue-2 NS5 capping pilot replicate=-5.5
Cc1nn(Cc2ccc(Cl)cc2)c(C)c1NC(=O)/C=C/c1cnn(C)c1 | 7% | 0.1 | 60 | -2% | 1.8% | 3.3% | -0.8% | 12% | 0% | 30%
C/C(=N\NS(=O)(=O)c1ccc(C)cc1)c1ccc(Br)s1 | 9% | -0.3 | 43 | 4% | 3.3% | -0.5% | -0.1% | 4% | 3% | -3%
COc1ccc(Cl)cc1NC(=O)CSc1nc(NS(=O)(=O)c2ccc(C)cc2)cc(=O)[nH]1 | 3% | 0.0 | 47 | -3% | 3.1% | 0.2% | -0.6% | 6% | 4% | 24%
Cc1c(Cc2ccccc2)c(=O)oc2cc(OCC(=O)N[C@@H](Cc3ccccc3)C(=O)O)ccc12 | 3% | 0.2 | 92 | 0% | 3.2% | -0.3% | 0.1% | 13% | 6% | 18%
O=C(CSc1nnc(Cc2cccs2)n1CCc1ccccc1)N1CCCc2ccccc21 | 16% | 3.1 | 94 | -7% | . | 0.4% | 0.1% | -1% | -6% | -9%
Cc1ccccc1Cn1c([N+](=O)[O-])cnc1C | 14% | 2.1 | 61 | -1% | 0.7% | 0.2% | -0.8% | 7% | 2% | -1%
O=C(Nc1ccc(Cl)cc1)Nc1ccc(Br)cn1 | 10% | -0.1 | 94 | -2% | -0.3% | 0.2% | 0.1% | 0% | 3% | 14%
Cc1cccc(C(=O)O[C@@H]2[C@H](Cc3ccccc3)NS(=O)(=O)[C@H]3C[C@@H]4C=C[C@]23O4)c1 | -3% | 1.5 | 61 | 0% | 1.2% | 0.6% | . | . | . | .
COc1ccc(NC(=O)N2CCC(Cc3ccccc3)CC2)cc1 | 4% | -0.7 | 85 | 0% | 3.5% | 0.1% | -0.9% | 8% | 11% | -11%
COc1cc(C(=O)O/N=C2/C=CC(=O)C(C)=C2C)cc(OC)c1OC | 6% | . | . | -18% | . | 0.1% | . | 21% | 1% | -29%
COc1ccc(S(=O)(=O)N(C)c2ccc(C(=O)NC3CCCC3)cc2)cc1 | 2% | 2.6 | 44 | 7% | -1.2% | 2.9% | -0.8% | 7% | 2% | 3%
CC(C)=CCc1c(O)c(CC=C(C)C)c2c(c1O)C(=O)CC(c1ccc(O)cc1)O2 (stereo unspecified) | 1% | 46* | 96* | -8% | . | -0.8% | 0.5% | 6% | 0% | 37%
C=CCN1CCN(C(c2ccccc2OC)c2nnnn2C(C)(C)C)CC1 (stereo unspecified) | 6% | -0.8 | 52 | -4% | 1.7% | -0.7% | -0.2% | 23% | 4% | -11%
Cc1ccc(Cc2nnc(SCC(=O)Nc3ccc(C)cc3C)[nH]c2=O)cc1 | -4% | -1.2 | 66 | 4% | -0.1% | -0.3%[50 µM] | . | 2% | . | .
CCC(=O)Nc1cccc(NC(=O)c2ccc3c(c2)OCCO3)c1 | 4% | -1.6 | 38 | -3% | 0.4% | -0.7% | 0.3% | 6% | -3% | 10%
O=C(NCc1cccs1)c1cc2c(s1)CS(=O)(=O)C2 | 4% | -1.1 | 46 | -2% | 2.1% | 5.1% | -0.1% | 5% | -2% | 12%
O=C(c1ccc(Cl)c(S(=O)(=O)N2CCc3ccccc3C2)c1)N1CCN(c2ccccc2)CC1 | 4% | 3.5 | 75 | -3% | 12% | 3.1% | . | 5% | 2% | 8%
O=C(Cc1cccs1)N1CCN(S(=O)(=O)c2ccc(F)c(F)c2)CC1 | 0% | 2.7 | 63 | 0% | -0.4% | 1.0%[50 µM] | . | . | . | .
CC1(C)OC(=O)C(=NNc2ccccc2[N+](=O)[O-])C(=O)O1 | 2% | 1.0 | 65 | -1% | 1.8% | 0.3% | 0.3% | 7% | 12% | 3%
Cc1ccc(-c2cc(NC(=O)c3ccccc3)on2)cc1 | 6% | 1.1 | 77 | -2% | -0.1% | 0.3% | -0.9% | 4% | 5% | 8%
COc1cccc(/C=C/C(=O)Nc2ccc3c(c2)OCCO3)c1 | 5% | 3.1 | 42 | -4% | 12% | -0.4% | -0.6% | -1% | 6% | 1%

Arranged by count of non-hydrogen atoms (smallest number first): part of the list above.
SMILES | Rac1 GTP hydrolysis | NTR1 agonist | NTR1 agonist cell count 20 µM | Dengue-2 NS5 capping | RSV antiviral HEp-2 | K1F lysis inhibition | West Nile antiviral | SV40 large T antigen | Siah-1 displacement | AID2073 | others
CC1(C)OC(=O)C(=NNc2ccccc2[N+](=O)[O-])C(=O)O1 | 2% | 1.0 | 65 | -1% | 1.8% | 0.3% | 0.3% | 7% | 12% | 3%
Cc1nn(Cc2ccc(Cl)cc2)c(C)c1NC(=O)/C=C/c1cnn(C)c1 | 7% | 0.1 | 60 | -2% | 1.8% | 3.3% | -0.8% | 12% | 0% | 30%
Cc1c(Cc2ccccc2)c(=O)oc2cc(OCC(=O)N[C@@H](Cc3ccccc3)C(=O)O)ccc12 | 3% | 0.2 | 92 | 0% | 3.2% | -0.3% | 0.1% | 13% | 6% | 18%
